# Bioassay records (PubChem BioAssay)
# RPL19A TOR yeast: alters RPL19A-GFP fluorescence in TOR pathway yeast screen; S. cerevisiae RPL19A-GFP strain, flow cytometry, 3 h; stronger effect = lower value; percent response vs DMSO, % at 10 µM; actives 0.3% (n = 330,000); AID 2025;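 active means percent response vs DMSO below 50%; inconclusive means fewer than 70 events counted for the yeast strain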;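 further: median channel GFP fluorescence of the barcoded RPL19A-GFP strain; ratio of sample median GFP to plate DMSO average so 100% = DMSO; lower means less RPL19A-GFP as with rapamycin TOR inhibition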
# LAP4 TOR yeast: alters LAP4-GFP fluorescence in TOR pathway yeast screen | GFP response vs DMSO, % at 10 µM | S. cerevisiae LAP4-GFP multiplex, flow cytometry GFP, 3 h; median GFP as percent of DMSO wells | actives 0.34% (n = 320,000) | AID 2023;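 active means GFP response vs DMSO above a set limit, about the screen mean plus 3 SD, cut at about 150% in these data; inconclusive means under 70 cell events counted for the yeast strain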
# AHR activator: activators of human aryl hydrocarbon receptor; activation, % at 5 µM; AID 2796; AHR-responsive luciferase reporter cells, luminescence; P35869; actives 2.5% (n = 320,000); in the data active means activation above about 47%;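 further: 0% = vehicle wells and 100% = reference agonist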
# proCasp7 act: activates human procaspase-7, counter-screen for procaspase-3 activators; recombinant procaspase-7, Ac-DEVD-pNA absorbance 405 nm; D23A/D198A/D206A triple mutant, cannot self-cleave; scale: DMSO 0, 5 µM enzyme 100; activation, % at 8.5 µM; actives 0.093% (n = 330,000);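 active means percent activation above the screen-wide mean plus 3 SD, cut at about 25% in these data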
# Target sequence (P55210 whole entry D23A/D198A/D206A): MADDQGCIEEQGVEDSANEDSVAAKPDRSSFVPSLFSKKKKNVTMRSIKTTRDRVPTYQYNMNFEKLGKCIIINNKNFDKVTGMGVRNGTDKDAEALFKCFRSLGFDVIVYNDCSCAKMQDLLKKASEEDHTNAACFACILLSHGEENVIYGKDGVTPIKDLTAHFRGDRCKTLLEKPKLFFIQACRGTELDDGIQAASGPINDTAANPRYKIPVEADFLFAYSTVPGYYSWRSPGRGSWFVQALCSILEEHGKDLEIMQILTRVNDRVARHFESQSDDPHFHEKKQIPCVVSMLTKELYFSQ
#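 Assay system – Uncleavable procaspase-7 mutant enzyme · Quantity – 2 µM procaspase-7 mutant as dispensed · Times – 1 h preincubation, 2 h reaction · Dosing – single nominal 8.5 µM compound dose, 0.8% DMSO final · Buffer or medium – Zinc-free 50 mM HEPES buffer, pH 7.4, with NaCl and Triton X-100 · Detection – Epi-absorbance of released pNA at 405 nm, two timepoints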
# proCasp3 act: activates human procaspase-3 | P42574 | recombinant procaspase-3 D3A, Ac-DEVD-pNA absorbance 405 nm | activation, % at 8.5 µM | actives 0.11% (n = 330,000) | AID 463141;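 active means activation above the mean of all tested compounds plus 3 SD, cut at about 21% in these data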;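 further: 0% = DMSO alone and 100% = DMSO wells spiked with extra 5 µM PC-3 D3A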
# Target sequence (P42574 whole entry D9A/D28A/D175A): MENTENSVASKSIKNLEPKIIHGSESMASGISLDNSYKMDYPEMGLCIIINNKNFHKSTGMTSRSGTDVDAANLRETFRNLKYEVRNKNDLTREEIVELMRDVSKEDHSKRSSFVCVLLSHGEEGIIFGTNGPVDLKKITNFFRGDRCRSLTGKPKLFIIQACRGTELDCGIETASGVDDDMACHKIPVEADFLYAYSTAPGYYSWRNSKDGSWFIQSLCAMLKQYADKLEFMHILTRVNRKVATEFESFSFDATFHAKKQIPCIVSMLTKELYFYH
#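 assay system = Procaspase-3 D3A mutant | signal = absorbance at 405 nm, 0 and 120 min | times = 1 h preincubation plus 2 h reaction at 25 °C | repeats = single replicate | read-out = % activation between DMSO and enzyme-spiked controls | medium = Zinc-free HEPES saline buffer with Triton X-100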
# AGP1 TOR yeast: modulators of TOR pathway AGP1-GFP in S. cerevisiae | AID 2066 | S. cerevisiae AGP1-GFP multiplex flow cytometry, 3 h; GFP as percent of DMSO wells | GFP response vs DMSO, % at 10 µM | actives 0.02% (n = 320,000);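 active means GFP response relative to DMSO above a set limit, near screen average plus 3 SD, cut at about 150% in these data; inconclusive means fewer than 70 cells counted for the yeast strain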;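 further: median GFP channel fluorescence of the gated AGP1 strain per well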
# MEP2 TOR yeast: modulators of TOR pathway MEP2-GFP in S. cerevisiae; S. cerevisiae MEP2-GFP strain, flow cytometry GFP, 3 h; 100% = DMSO control level; GFP response vs DMSO, % at 10 µM; actives 0.51% (n = 330,000); AID 2016;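 active means GFP response versus DMSO above a set limit, roughly screen mean plus 3 SD, cut at about 180% in these data; inconclusive means fewer than 70 cells counted for a yeast strain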;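 further: median GFP fluorescence of the barcode-gated MEP2-GFP cells per well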
# CIT2 TOR yeast: yeast TOR pathway CIT2-GFP modulation; actives 0.065% (n = 320,000); S. cerevisiae CIT2-GFP strain, flow cytometry, 3 h; 100 means same as DMSO wells; GFP response vs DMSO, % at 10 µM;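 active means GFP response relative to DMSO above a set limit, near the screen mean plus 3 SD, cut at about 150% in these data; inconclusive means Fewer than 70 cells measured for a yeast strain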;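 further: ratio of well median GFP fluorescence to mean of DMSO wells on the plate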
# An asterisk follows results filed as active; ? = inconclusive; · = not tested or not shown; [ ] = remark or other dose.
SMILES,RPL19A TOR yeast,LAP4 TOR yeast,AHR activator,proCasp7 act,proCasp3 act,AGP1 TOR yeast,MEP2 TOR yeast,CIT2 TOR yeast
CC(NC(=O)c1cc2c(s1)CCCC2)C(C)(C)C (stereo not drawn),101.8,100.2,2.8,6.3,-2.0,100.3,103.4,101.9
Cc1noc(C)c1COC(=O)c1ccccc1NC(=O)c1ccco1,101.7,93.8,-3.3,-4.7,-3.0,89.5,123.2,102.5
CCOC(=O)COc1c(C(=O)OC)sc2ncccc12,101.5,94.6,3.1,9.7,3.4,95.5,95.3,94.6
O=C(N/N=C/c1ccc(Br)s1)Nc1ccccc1,94.3,94.0,12.6,0.0,1.2,90.4,88.8,98.2
C/C(=N\NS(=O)(=O)c1cccc([N+](=O)[O-])c1)c1cc2ccccc2o1,89.3,90.9,7.1,-11.8,-8.0,91.5,95.2,86.2
CC1CCCCN1C(=O)Cn1c(=O)n(C2CCCCC2)c(=O)c2ccccc21 (stereo not drawn),96.7,103.9,-0.9,4.5,8.9,·,100.1,101.1
Cc1nc(-c2ccccc2Cl)sc1C(=O)/C=C/N(C)C,84.4,80.2,2.3,2.8,8.8,21.4,90.4,74.5
COc1ccc(S(=O)(=O)N2CCC(C(=O)Oc3ccc(C)cc3)CC2)cc1OC,90.0,84.9,-0.4,4.6,-6.2,97.1,86.5,94.6
COc1cc(C)ccc1OCc1cc(C(=O)NCc2ccncc2)no1,94.5,105.1,14.5,0.5,2.7,96.5,99.9,94.4
O=C(N/N=C/c1ccc(-c2ccccc2Cl)o1)c1ccccc1,105.3,105.0,14.1,-23.6,24.8*,94.5,99.9,98.0
CCC(C)(C(=O)NC1CCCCC1)N(CC1CCCO1)C(=O)CNC(=O)c1ccccc1 (stereo not drawn),96.5,96.2,0.4,11.5,7.3,106.2,98.4,95.9
Cc1ccc2nc(C3CCN(CC(=O)N4CCCCCC4)CC3)[nH]c2c1,97.9,106.9,14.1,3.3,1.0,100.5,105.1,98.1
O=C(c1cc2ccccc2cc1O)N1CCN(c2ccccn2)CC1,104.0,94.0,1.6,-6.0,-6.1,102.5,101.0,108.3
CC(=O)Nc1ccc(S(=O)(=O)N2CCCC(C(=O)O)C2)cc1 (stereo not drawn),107.9,115.2,2.8,3.0,-3.1,118.0,108.0,114.2
CN1CCN(C(c2ccccc2)c2ccc(Cl)cc2)CC1 (stereo not drawn),102.4,95.9,-4.0,11.3,14.2,95.2,96.1,88.8
COc1cc(C(=O)NCCC(=O)NCc2c(F)cc(F)cc2F)cc(OC)c1OC,98.6,108.8,1.5,9.5,4.9,109.8,101.4,106.3
FC(F)(F)COc1nc(N2CCCCC2)nc(N2CCNCC2)n1,95.6,92.2,-0.8,-1.7,2.6,96.6,90.2,101.8
CN1CCc2c(OCC(=O)N3N=C(c4cccs4)CC3c3ccc(F)cc3)cccc2C1=O (stereo not drawn),96.5,86.3,1.2,2.2,3.0,92.9,98.2,93.4
CCCCNC(=O)Nc1ccnn1C1CCCCC1,98.2,94.6,0.2,10.5,-2.5,109.5,106.0,94.0
O=C(OCC#CCSc1nc2ccccc2o1)c1ccco1,98.9,115.4,-0.9,4.4,-0.9,91.3,99.7,83.4

# Record cards, as listed above. Values in the order: RPL19A TOR yeast | LAP4 TOR yeast | AHR activator | proCasp7 act | proCasp3 act | AGP1 TOR yeast | MEP2 TOR yeast | CIT2 TOR yeast
# Entry for COc1ccc(S(=O)(=O)N2CCC(C(=O)Oc3ccc(C)cc3)CC2)cc1OC → 90.0 | 84.9 | -0.4 | 4.6 | -6.2 | 97.1 | 86.5 | 94.6
# Entry for O=C(OCC#CCSc1nc2ccccc2o1)c1ccco1 → 98.9 | 115.4 | -0.9 | 4.4 | -0.9 | 91.3 | 99.7 | 83.4
# Entry for CCC(C)(C(=O)NC1CCCCC1)N(CC1CCCO1)C(=O)CNC(=O)c1ccccc1 (stereo not drawn) → 96.5 | 96.2 | 0.4 | 11.5 | 7.3 | 106.2 | 98.4 | 95.9

# (further entries)
SMILES,RPL19A TOR yeast,LAP4 TOR yeast,AHR activator,proCasp7 act,proCasp3 act,AGP1 TOR yeast,MEP2 TOR yeast,CIT2 TOR yeast
CCN(CC)c1ccc(N=C2C(=O)Nc3ccccc32)cc1,102.4,94.1,24.4,-18.8,-12.3,105.1,102.9,101.6
Cc1cccc(C2=NC(C(F)(F)F)(C(F)(F)F)c3c(n(-c4ccc(F)cc4)c(=O)[nH]c3=O)N2)c1,59.3[may fluoresce violet],94.5[may fluoresce violet],3.1,8.2,6.5,?,221.7*[may fluoresce violet],?
Cc1cc(C)n2[nH]c(=O)c(N=Nc3cccc(C(F)(F)F)c3)c2n1,97.4,97.4,21.0,5.9,-8.0,93.9,102.0,95.4
CCn1c(SCC(=O)NCC(=O)Nc2ccc(F)cc2)nnc1-c1cccs1,96.8,98.9,0.1,7.0,4.4,101.2,100.9,94.7
Cn1c(=O)c2nnn(/N=C(\c3ccccc3)C3CC3)c2n(C)c1=O,88.3,90.9,4.0,2.0,-5.6,89.1,90.7,86.5
CCCCOc1ccccc1C1NC(=O)NC(C)=C1C(=O)OCCOC (stereo not drawn),100.5,100.1,-0.6,8.5,-4.7,105.3,100.8,106.9
COc1cccc(-c2ccc3ncnc(NCc4ccc5c(c4)OCO5)c3c2)c1,90.8,100.7,15.7,1.3,1.9,91.4,94.1,90.5
COc1ccc(-c2nc(N)n(C(=O)c3ccccc3Cl)n2)cc1,101.8,111.7,5.7,4.4,3.9,107.3,110.9,98.3
Cc1cc2occ(CC(=O)O)c2cc1C,97.2,113.2,2.6,5.5,9.6,102.3,103.3,97.4
COc1ccc(C(=O)CSc2nnc(-c3ccco3)o2)cc1,89.6,111.1,2.4,1.7,-3.8,83.0,89.8,80.6
O=C(/C=C/c1cccc(Br)c1)Nc1nn[nH]n1,99.8,108.8,1.4,2.9,0.0,105.2,101.8,97.8
COc1cc2c(cc1OC)CN(C(=O)COc1ccc(C#N)cc1)CC2,103.2,103.3,3.1,-2.4,-7.5,102.2,111.8,103.6
Cc1ccccc1-n1c(=O)cc(N2CCc3ccccc32)[nH]c1=O,100.6,102.0,1.8,-0.9,-1.9,103.1,107.5,103.2
Cc1ncc([N+](=O)[O-])n1CC(=O)Nc1ccc(F)c(F)c1,105.9,93.5,4.0,-6.5,-0.9,97.7,111.9,101.7
CNC1=C([N+](=O)[O-])CC([N+](=O)[O-])=C(N2CCNCC2)N1C,102.1,90.9,-1.2,-6.4,-5.5,99.0,101.3,102.3
O=C(COn1nnc2ccc(Cl)cc21)NCc1ccccc1,103.5,103.7,14.0,-10.7,0.1,99.3,99.8,109.5
CCOc1ccccc1NC(=S)N(CCC(C)C)C1CCN(C(C)=O)CC1,99.0,99.4,5.0,15.4,1.5,97.8,96.7,97.9
Cc1ccc(C(F)(F)F)cc1NC(N)=S,101.4,96.8,0.8,-6.8,0.2,98.2,108.3,106.9
CC1CCN(C(=O)C2CCC(=O)N(Cc3ccc(Cl)cc3)C2)CC1 (stereo not drawn),108.9,104.7,-1.5,8.8,6.8,115.8,99.3,99.0
O=C(O)c1ccccc1Nc1ccc([N+](=O)[O-])c2nonc12,104.3,101.7,0.6,-6.2,-1.6,96.1,105.6,103.3
CCCCCC(=O)N/N=C/c1cc(Br)c(O)c(OC)c1,105.2,114.7,0.2,-1.7,-0.3,108.2,105.0,100.5
C=CCNC(=S)NNC(=O)COc1ccc2cc(Br)ccc2c1,111.2,99.4,1.1,-26.9,-4.8,120.5,104.8,95.7
Cc1cccc(C)c1N1CCN(c2n[nH]c(N)n2)CC1,101.2,104.7,-0.9,5.2,6.9,105.6,105.1,103.3
CCOC(=O)c1cccc(NC(=O)Cn2cnc3c2c(=O)n(C)c(=O)n3C)c1,100.3,97.7,-0.5,6.3,3.1,107.4,95.8,106.6
Cc1csc(SCC(=O)N2CCCC2)n1,100.7,101.4,-9.7,8.2,-2.1,104.7,101.4,114.0
O=S(=O)(c1ccc(Oc2ccc(Cl)cc2)c(S(=O)(=O)N2CCCCC2)c1)N1CCCCC1,98.6,93.1,1.9,14.6,-3.7,103.5,97.5,101.9
O=C(CN1C(=O)c2cccc([N+](=O)[O-])c2C1=O)NNC(=O)c1ccc(F)cc1,101.3,96.3,2.5,3.8,9.1,103.1,105.0,111.4
Cn1c(=O)[nH]c(=O)c2c1nc(Sc1nc3ccccc3s1)n2Cc1ccccc1,87.5,92.8,20.9,1.8,-2.3,87.9,89.5,87.6
CCc1cc2c(=O)c(Oc3ccccc3)c(C)oc2cc1O,98.2,94.5,2.0,2.6,2.3,98.3,98.4,98.3
COCCNC(=O)C(c1ccc(C)cc1)N(C(=O)CCC(=O)Nc1ccccn1)c1ccccc1C (stereo not drawn),103.4,99.2,-8.0,1.4,-2.5,93.9,107.1,106.3
O=C1c2ccc(-c3ccc(F)cc3OCc3ccccc3)cc2S(=O)(=O)c2cccc(C(=O)N3CCN(c4ncc(Br)cn4)CC3)c21,95.9,117.3,-1.7,11.6,6.9,97.7,96.4,93.9
CCOC(=O)CSc1nc(N)c(C(=O)Nc2ccc(N(C)C)cc2)s1,99.4,101.8,-2.3,0.1,-6.7,98.3,103.3,98.7
CCOC(=O)C1CCCN(C(=O)c2ccc(C)c(S(=O)(=O)N3CCCCC3)c2)C1 (stereo not drawn),99.2,103.1,-1.5,0.3,6.5,99.2,94.9,95.0
O=C(O)/C=C/c1ccc2noc(-c3ccccc3)c2c1,98.6,96.0,-2.0,3.1,11.2,101.0,97.6,96.6
COc1ccc(N2CCN(S(=O)(=O)CCNC(=O)C3CC(=O)N(c4ccccc4)C3)CC2)cc1 (stereo not drawn),100.2,96.0,1.6,-2.1,-0.5,102.9,105.5,105.4
O=C(NC1CCCC1)C(c1ccncc1)N(C(=O)c1csnn1)c1ccccc1 (stereo not drawn),99.6,95.2,3.2,-7.5,1.9,96.0,107.4,100.1
COC(=O)c1ccc(CNC(=O)COC(=O)C23CC4CC(CC(C4)C2)C3)cc1,105.8,113.0,2.2,-6.1,13.3,96.3,111.4,89.0
CCCc1ccc(C#N)c(SC2CC(=O)N(c3ccc(OC)cc3)C2=O)n1 (stereo not drawn),98.6,105.0,2.4,-5.2,-18.9,99.0,100.9,92.4
CCOc1ccccc1C(=O)Nc1nccs1,83.4,92.1,21.6,10.2,6.2,108.6,100.1,109.2
O=C(Nc1ccc(S(=O)(=O)Nc2ccccc2)cc1)c1ccc(CN2CCOCC2)cc1,97.1,89.1,-5.8,2.0,0.5,100.9,92.2,97.3
Cc1[nH]c(=O)[nH]c(=O)c1CSCC(=O)OCC(=O)Nc1ccccn1,99.0,96.4,-0.3,0.8,10.6,105.7,98.2,98.7
CCOC(=O)C(Sc1nn(C)c(=S)s1)C(C)=O (stereo not drawn),87.5,104.2,-0.7,6.5,4.2,88.4,116.2,97.8
Cc1ccccc1NC(=O)c1ccccc1NC(=O)c1ccco1,96.4,109.0,26.0,1.6,6.4,105.1,100.2,89.1
COc1ccc(-n2nc(C(=O)NCC(=O)NCCC3=CCCCC3)c3ccccc3c2=O)c(OC)c1,100.2,88.7,-0.1,2.4,5.7,93.8,102.2,94.2
O=C(c1cc2nc(-c3ccco3)cc(C(F)(F)F)n2n1)N1CCN(c2ccccn2)CC1,97.5,106.9,1.6,-1.1,-3.0,96.7,103.7,96.3
